Screening results (PubChem)
MITF primary – MITF inhibitors, primary screen, biochemical, AlphaScreen, human; AlphaScreen MITF homodimerization, bead proximity signal; 650,000 compounds, 0.91% hits; AID 1259374, 2018; Microphthalmia-associated transcription factor (Homo sapiens), O75030; inhibition, % at 2.6 µM; in the data active means inhibition above about 50%;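 further: 0% = vehicle wells with protein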
TEAD-YAP inh – TEAD-YAP interaction inhibition, primary screen, TEAD-YAP interaction inhibitor project, luminescence, HEK-TIYL cells | TEAD-Gal4/YAP UAS-luciferase luminescence | inhibition, % at 9.12 µM | 640,000 compounds, 1.4% hits; in the data active means inhibition above about 32%;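 further: 0% = median of test compound wells and 100% = reference inhibitor wells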
GPR151 ag – activators of human GPR151, primary screen, cell-based, PathHunter beta-arrestin, luminescence | G-protein coupled receptor 151 (Homo sapiens), Q8TDV0 | PathHunter beta-arrestin GPR151 cells | activation, % at 11.2 µM | 650,000 compounds, 1% hits | AID 1508602, 2020; in the data active means activation above about 4.9%;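 further: 0% = median of compound wells and 100% = cells with positive control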
FBW7 activator – FBW7 E3 ligase activators, primary screen, biochemical, AlphaScreen, human. F-box/WD repeat-containing protein 7 (Homo sapiens), Q969H0. AlphaScreen FBW7–phospho-cyclin E peptide binding, activator screen. normalized activity (activation), % at 26.1 µM. 650,000 compounds, 0.13% hits. AID 1259310, 2017; in the data active means normalized activity above about 1.9%;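 further: purified mutant Fbw7 with reduced substrate affinity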
Target sequence (Q969H0 whole entry, looked up): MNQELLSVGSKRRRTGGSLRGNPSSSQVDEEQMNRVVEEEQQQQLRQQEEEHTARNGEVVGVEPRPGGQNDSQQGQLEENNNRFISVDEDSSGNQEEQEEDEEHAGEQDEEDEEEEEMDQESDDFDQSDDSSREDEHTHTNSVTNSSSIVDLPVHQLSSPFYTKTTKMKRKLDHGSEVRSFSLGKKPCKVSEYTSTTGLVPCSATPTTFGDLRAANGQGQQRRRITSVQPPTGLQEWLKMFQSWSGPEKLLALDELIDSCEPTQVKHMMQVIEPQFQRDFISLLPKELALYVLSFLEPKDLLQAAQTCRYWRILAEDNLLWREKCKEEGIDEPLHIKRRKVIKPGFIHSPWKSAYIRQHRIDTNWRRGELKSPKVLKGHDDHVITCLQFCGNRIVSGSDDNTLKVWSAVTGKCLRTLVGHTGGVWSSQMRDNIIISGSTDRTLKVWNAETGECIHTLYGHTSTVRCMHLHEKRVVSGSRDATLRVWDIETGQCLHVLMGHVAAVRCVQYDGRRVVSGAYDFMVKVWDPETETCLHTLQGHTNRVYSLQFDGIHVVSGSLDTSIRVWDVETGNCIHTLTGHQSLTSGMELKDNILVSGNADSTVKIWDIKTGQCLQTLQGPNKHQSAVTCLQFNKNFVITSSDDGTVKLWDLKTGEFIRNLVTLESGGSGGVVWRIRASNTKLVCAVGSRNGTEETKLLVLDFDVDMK
* hit, by the source's call.

SMILES,MITF primary,TEAD-YAP inh,GPR151 ag,FBW7 activator
Cc1cc(C)c(C)c(C2C(C#N)=C(N)OC3=C2C(=O)CCC3)c1C (stereo not given),11,-3,-0.8,0.9
CCOC(=O)C1=C(c2ccccc2)N=c2s/c(=C\c3cc(C)n(-c4ccc(F)cc4)c3C)c(=O)n2C1c1cccs1 (stereo not given),1,6,0.1,0.0
COc1ccccc1CC(=O)Nc1ccc(OC(C)=O)cc1C(=O)O,0,5,0.1,0.0
COc1ccc(-c2n[nH]c(C)c2-c2ccc3c(c2)OCCCO3)c(O)c1,-1,-1,-0.1,0.4
CCOC(=O)/C(N=Nc1cc(C(=O)O)cc(C(=O)O)c1)=C(\O)CCl,4,3,0.4,0.1
COc1ccc(C)cc1NC(=S)NNC(=O)c1c(Br)cnn1C,9,-1,-1.1,0.0
COc1ccc(S(=O)(=O)Nc2cccc(-c3cn4c(C)cccc4n3)c2)cc1,9,-28,-0.9,0.7
COc1ccccc1OCC(=O)NCCSCc1cccc(Cl)c1,-1,-6,-0.6,-0.1
CC(C)Cc1cc2c(c(N)n1)c(=O)oc1ccccc12,5,-8,0.9,0.0
CCOC(=O)C1(C(=O)O)NC(=O)CC1c1ccccc1 (stereo not given),3,5,1.1,0.2
CC(Cc1ccccc1)N=C1SCC(=O)N1Cc1ccccc1 (stereo not given),-19,-1,7.6*,-0.1
CCCCN(C)CCNS(=O)(=O)c1cc(Br)cc2c1N(C(=O)CC)CC2,-5,-19,4.1,0.1
Cc1ccc(-c2nc3ncccc3o2)cc1NC(=O)COc1ccc(Cl)cc1,11,1,1.3,0.4
O=C(c1cccs1)N(CCn1cccn1)c1nc2c(F)cccc2s1,-3,-9,-0.3,-0.1
CN1C(C(=O)c2ccccc2)=C(OC(=O)COc2ccccc2)c2ccccc2S1(=O)=O,-11,-10,-0.6,-0.1
COc1cc(C)c(CN2CCCC2CO)cc1C (stereo not given),11,3,-0.1,0.1
COc1cc(OC)c(CN2CCC(C(N)=O)CC2)cc1Br,-3,-5,0.4,-0.1
O=C(CN1CCN(Cc2nc(-c3ccco3)cs2)CC1)N1CCCC1,60*,-4,0.4,-0.9
COc1cc(C(=O)N/N=C/c2c(Cl)[nH]c(=O)n2-c2ccccc2)cc(OC)c1OC,-3,73*,1.4,-0.2
CCCOc1cccc(C(=O)Nc2cc(-c3nc4ccccc4s3)ccc2C)c1,10,-13,-1.4,-0.1
CC(=O)c1ccc(OC(=O)c2cccc(N(C)C)c2)cc1,7,-4,0.0,0.7
CSc1ncccc1C(=O)NCC1Cc2cccc(-c3cnccn3)c2O1 (stereo not given),7,3,0.1,0.1
Cc1ccc(NC(=O)c2cc3c(=O)oc4ccccc4c3s2)cc1Cl,0,3,0.1,-0.1
COCCn1c(SCc2c(F)cccc2Cl)nc2c(c1=O)SCC2,6,4,1.8,-0.4
CCc1ccc(C2C(C#N)=C(N)N(c3ccc(C)c(Cl)c3)C3=C2C(=O)CCC3)s1 (stereo not given),-10,7,-0.4,-0.1
COc1ccc(C2C3=C(CC(C)(C)CC3=O)Nc3nc(SC)nn32)cc1Br (stereo not given),-4,10,-0.1,0.0
CCOC(=O)c1ccc(CN(Cc2ccc(C)cc2)S(=O)(=O)c2ccc(F)c(C)c2)cc1,7,-10,-1.5,-0.2
Nc1ccc(C(=O)N2CCOCC2)cc1,7,12,-0.9,-0.2
COc1cccc(CNC(=O)c2nnn(-c3ccc(OC(F)(F)F)cc3)c2N)c1,2,7,-1.3,-0.1
CC(=O)NC1C(Oc2ccc(Cl)cc2)OC2COC(C)(C)OC2C1O (stereo not given),19,1,2.1,0.1
COc1cccc(-c2nc3ccccc3c(=O)n2NC(=O)/C=C/c2cccc(Cl)c2)c1,9,5,1.9,0.0
CCOC(=O)c1c(NC(=S)NC(=O)c2ccccc2)sc2c1CCN(Cc1ccccc1)C2,-5,-9,1.2,-0.1
COc1ccc(-n2nc3ccc(NC(=O)c4ccc([N+](=O)[O-])c(C)c4)cc3n2)cc1,-1,11,-1.6,-0.4
O=C1NC(c2ccccc2)(C(F)(F)F)N2CCCCCC2=C1[N+](=O)[O-] (stereo not given),13,-5,-0.8,0.1
CS(=O)(=O)N(CC(=O)NCCSCc1ccco1)c1ccc2c(c1)OCO2,-5,-6,0.9,0.1
CCc1nc(Sc2ccccc2)c2c3c(sc2n1)CCCC3,-6,-7,-0.8,-0.1
N#Cc1ccc(OCC(=O)Nc2nc(-c3ccc4c(c3)OCO4)cs2)cc1,-1,-6,1.1,0.1
O=C(Nc1ccc2[nH]ncc2c1)c1ccc(OCC(O)c2ccc(Br)cc2)cc1 (stereo not given),-1,-6,1.0,0.0
CCCn1c(CCCNC(=O)CC)nc2ccccc21,4,-6,0.8,-0.1
Cc1cccc(C(=O)N2N=C3CCCCCC3C2(O)C(F)(F)F)c1 (stereo not given),1,7,-1.1,0.3
O=C(COC(=O)c1cccc(NC(=O)c2ccc(Cl)cc2)c1)c1ccccc1,-5,-25,-0.7,0.0
CCC(C)OC(=O)C1=C(C)NC2=C(C(=O)CC(c3ccc(OC)cc3)C2)C1c1ccc(O)cc1 (stereo not given),1,9,1.4,-0.1
Cc1ncn(-c2ccc(Nc3nccc(NCC(N)=O)n3)cc2)n1,-5,1,-2.4,0.3
C=CCN1C(=O)/C(=C\c2cccc(OCC(=O)O)c2)C(=O)NC1=S,35,-4,-1.5,-0.3
COc1ccc(CNC(=O)C2CCN(C(=O)Nc3cccc(OC)c3)CC2)cc1,13,-2,-1.1,0.2
N=c1c2c(-c3ccccc3)c(-c3ccccc3)oc2ncn1CCCN1CCOCC1,0,-3,2.8,0.1
CC(=O)Nc1ccc(C23CC4CC(CC(C4)C2)C3)cc1,3,4,-0.2,-0.1
CCn1c(C(=O)O)c(CNCCc2ccc(SC)cc2)c2ccc(OC)cc21,0,5,2.7,0.7
Cn1c(=O)c2c(SCc3ccccn3)nc(-c3ccccc3Cl)nc2n(C)c1=O,-1,2,1.4,0.4
COCCn1c(=O)[nH]c2cc(C(=O)N3CCN(c4ccccc4)CC3)ccc2c1=O,4,6,0.3,-0.1
Cc1ccc(S(=O)(=O)c2cccc(S(N)(=O)=O)c2)cc1S(N)(=O)=O,-4,-1,-0.1,-0.1
CCOC(=O)c1ccc2c(c1)n(CCOC)c(C)[n+]2CC,8,2,-0.5,-0.1
O=C1C2CC=CCC2C(=O)N1c1ccc(-c2nc3ccc(N4C(=O)C5CC=CCC5C4=O)cc3[nH]2)cc1 (stereo not given),13,-18,-1.6,0.1
CCCCC(=O)Nc1cccc(C(=O)N/N=C/c2cc(Br)ccc2O)c1,-4,5,-0.4,0.0
N#Cc1ccc(Nc2nccc(-c3cncc(N4CCOCC4)c3)n2)cc1,2,3,4.1,-0.1
Cc1ccc(OCC(=O)N2CCCC2)cc1C,-4,-41,-0.6,0.0
NC(=O)c1ccc(-c2nc(C(=O)NCCCN3CCCC3=O)cs2)cc1,20,-3,-0.2,0.3
CCNC(=O)[C@@H]1C[C@@H](NCc2ccc(OC)c3ccccc23)CN1C/C=C/c1ccccc1,3,11,-1.4,0.1
O=c1c(CN2CCN(Cc3ccccc3F)C(CCO)C2)coc2ccccc12 (stereo not given),-8,-10,-0.2,-0.1
O=C(NN1C(=O)C2C3C=CC(C3)C2C1=O)c1ccc(Cl)cc1Cl (stereo not given),12,-2,-0.4,0.0

Later entries.
SMILES,MITF primary,TEAD-YAP inh,GPR151 ag,FBW7 activator
N/C(=N\NC(=O)c1cccc([N+](=O)[O-])c1)c1cc2c(ccc3ccccc32)oc1=O,2,-2,1.1,0.1
CCCOC(=O)c1c(N)sc2c1CCC2,7,2,1.3,-0.1
COc1ccc(C(=O)Cn2nnc(-c3ccccc3NC(=O)c3ccccc3F)n2)cc1,6,-1,0.4,-0.1
COc1ccc(NS(=O)(=O)c2c(C)n[nH]c2C)cc1,14,5,-0.9,0.0
Cc1cc(C(=O)OCC(=O)NC(C)(C)C)c2ccccc2n1,19,0,-1.2,0.6
O=C(NC1CCN(Cc2ccccc2)CC1)c1cnc(Nc2ccc(-n3ccnc3)cc2)s1,13,-3,-2.1,-0.2
Cc1ccc(NC(=O)c2cc(S(=O)(=O)N3CCOCC3)ccc2F)cc1Cl,11,-13,-1.5,1.6
CCCC(=O)Nc1ccc(NC(=O)c2ccc(C)cc2)cc1,-12,31,-0.2,0.3
O=c1[nH]c(/C=C\c2ccc(O)c(Cl)c2)nc(O)c1[N+](=O)[O-],14,2,-0.4,0.8
COc1ccc(-n2nc(C(=O)NCC(=O)N3CCN(Cc4ccccc4)CC3)c3ccccc3c2=O)cc1,-2,12,2.3,0.1
CC(C)c1ccc(S(=O)(=O)n2cnc3ccccc32)cc1,13,5,0.2,1.7
O=[N+]([O-])c1ccc(N2CCN(S(=O)(=O)Cc3ccccc3)CC2)cc1NCc1ccco1,-5,-5,-1.9,0.0
COCCn1c(SCC(=O)N2CCCc3ccccc32)nc2c(c1=O)SC(C)C2 (stereo not given),-3,-4,0.3,-0.3
CN(C)c1nc(-c2ccccc2)c2cnn(Cc3ccccc3)c2n1,-28,-6,-0.1,-0.1
N#Cc1cc([N+](=O)[O-])ccc1NC(=O)COC(=O)c1ccccc1C(=O)c1ccccc1,-14,-3,0.7,0.1

Three compounds from above, sorted by molecular weight, smallest number first.
SMILES,MITF primary,TEAD-YAP inh,GPR151 ag,FBW7 activator
Cc1cc(C(=O)OCC(=O)NC(C)(C)C)c2ccccc2n1,19,0,-1.2,0.6
CN(C)c1nc(-c2ccccc2)c2cnn(Cc3ccccc3)c2n1,-28,-6,-0.1,-0.1
O=C(NC1CCN(Cc2ccccc2)CC1)c1cnc(Nc2ccc(-n3ccnc3)cc2)s1,13,-3,-2.1,-0.2

Additional entries:
SMILES,MITF primary,TEAD-YAP inh,GPR151 ag,FBW7 activator
CC(=O)N1c2c(cc(Br)cc2S(=O)(=O)N2CCC(C)CC2)CC1C (stereo not given),-17,14,-0.1,0.5
COCCNC(=O)/C=C/c1ccc(Br)cc1,-2,-25,-0.3,-0.1
CCOc1ccc(NC(=O)c2cc(OC)c(OC)c(OC)c2)cc1,-2,55*,1.1,-0.3
Cc1cc(=O)oc2cc(OCC(=O)NNC(=O)CC34CC5CC(CC(C5)C3)C4)ccc12,4,8,4.2,-0.1
CCc1ccc(CNC(=O)CN2C(=O)C(CC)Sc3ccccc32)cc1 (stereo not given),8,13,-0.6,0.7
N#C/C(=N\Nc1ccc(S(=O)(=O)N2CCCCC2)cc1)C(N)=S,10,7,0.9,0.5
COC(=O)COc1ccccc1C=C1C(=O)c2ccccc2C1=O,-6,-2,0.5,-0.2
CCCCN1C(=O)C2C(C(=O)Nc3cccc(C)c3)C3C=CC2(O3)C1C(=O)NC1CCCC(C)C1C (stereo not given),11,4,-1.5,0.1
O=C(Nc1ccc(Cl)c(Cl)c1)C1C2C=CC(C2)C1C(=O)Nc1ccc(Cl)c(Cl)c1 (stereo not given),16,-1,1.5,0.0
Cc1ccc(NC(=O)CSc2nc3ccsc3c(=O)n2-c2ccc(Cl)cc2)cc1Cl,-4,9,-1.4,0.1
Cc1cnc(Nc2nccc3ccccc23)nc1NCCc1ccc(O)cc1,9,8,0.5,-0.2
CCN(CC)c1noc2c1C(c1ccoc1)c1cc(N)ccc1O2 (stereo not given),6,2,-0.1,1.6
O=C(NC1(C(=O)Nc2cccc(Cl)c2)CCCCC1)c1ccccc1,9,2,0.5,-0.1

Full records from above.
CCc1ccc(CNC(=O)CN2C(=O)C(CC)Sc3ccccc32)cc1 (stereo not given) in the list: MITF primary = 8; TEAD-YAP inh = 13; GPR151 ag = -0.6; FBW7 activator = 0.7
Cc1cnc(Nc2nccc3ccccc23)nc1NCCc1ccc(O)cc1 in the list: MITF primary = 9; TEAD-YAP inh = 8; GPR151 ag = 0.5; FBW7 activator = -0.2
CCCCN1C(=O)C2C(C(=O)Nc3cccc(C)c3)C3C=CC2(O3)C1C(=O)NC1CCCC(C)C1C (stereo not given) in the list: MITF primary = 11; TEAD-YAP inh = 4; GPR151 ag = -1.5; FBW7 activator = 0.1
